Compound activity: PubChem, several laboratories
Cl transport mod: modulates chloride dependent transport by human KCC2. Q9H2X9. KCC2 cells, thallium flux FluoZin-2 fluorescence. B-score of Tl+ flux slope (higher = more flux/activation; lower = inhibition) at 10 µM. actives 2.2% (n = 190,000);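 active = thallium flux slope and its plate-corrected score both differing from the plate sample mean at a set confidence after two filtering rounds, in either direction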;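 note: slope of fluorescence scaled to starting intensity during 10 to 20 s after thallium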
eIF4E 4G PPI: inhibitors of eIF4E and eIF4G interaction in translation initiation. TR-FRET eIF4E-eIF4GI(517-606) binding, 2 h. inhibition, % at 21.7 µM. actives 0.37% (n = 220,000). AID 782;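 active = inhibition above about 30%, limit read from the data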;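 note: 0% = full FRET control wells and 100% = background wells lacking eIF4GI fragment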
TNF death inh: inhibitors of TNF-alpha induced necroptosis in Jurkat FADD-/- cells; Jurkat FADD-/- TNF necroptosis rescue, ATP luminescence, 24 h; 0 = TNF only, 100 = no-TNF cells; activation (protection from cell death), % at 10 µM; actives 0.068% (n = 220,000);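 active = activation, meaning protection from cell death, of at least 50% relative to plate controls; inactive = activation below 50%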;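 note: necroptosis triggered by 40 ng/mL TNF-alpha added together with compound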
MDM2 E3 inh: Mdm2 E3 ligase (human) inhibition; Q00987; cell-based MDM2 ubiquitination luciferase reporter, 2 h; 0 = plate control, 100 = twice control, blank-subtracted; signal enhancement, % at 5 µM; actives 0.11% (n = 210,000);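 active = signal enhancement of 30% or more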;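 note: luminescence tracks abundance of the self-degrading MDM2-luciferase fusion protein; higher signal means inhibition of MDM2 E3 ligase activity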
Target sequence (Q00987 whole entry, looked up, the tested form may be a part): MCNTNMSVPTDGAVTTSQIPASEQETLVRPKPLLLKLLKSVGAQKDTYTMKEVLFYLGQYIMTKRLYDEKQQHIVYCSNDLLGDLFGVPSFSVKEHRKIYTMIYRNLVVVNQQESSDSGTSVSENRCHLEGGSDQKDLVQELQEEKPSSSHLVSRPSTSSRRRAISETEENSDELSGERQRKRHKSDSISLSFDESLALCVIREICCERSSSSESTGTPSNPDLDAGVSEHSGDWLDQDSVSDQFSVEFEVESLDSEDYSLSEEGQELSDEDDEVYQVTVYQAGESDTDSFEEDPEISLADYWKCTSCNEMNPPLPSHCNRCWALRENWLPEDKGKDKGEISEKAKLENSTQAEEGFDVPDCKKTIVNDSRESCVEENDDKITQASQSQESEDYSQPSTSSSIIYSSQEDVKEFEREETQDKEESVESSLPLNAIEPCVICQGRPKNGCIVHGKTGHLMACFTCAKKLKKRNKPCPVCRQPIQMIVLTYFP
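Buffer or medium: Cells held in DMEM | Assay system: Stable mammalian line carrying autodegrading MDM2–luciferase fusion reporter | Quantity: 2000 cells/well | Times: 4 h settle plus 2 h compound, 37 °C | Doses: One concentration, 5 µM, with 0.2% DMSO | Technique: Luminescence with SteadyLite reagent, 15 min at room temperature | Benchmarks: Plate controls and plate blanks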
EBV gp42 inh: inhibitors of Epstein-Barr virus glycoprotein 42; Q1HVG2; Fluorescence polarization binding assay, mP read-out; inhibition, % (tested at 21.74 µM); actives 0.42% (n = 220,000); in the data active = inhibition above about 50%
Target sequence (Q1HVG2 whole entry, looked up): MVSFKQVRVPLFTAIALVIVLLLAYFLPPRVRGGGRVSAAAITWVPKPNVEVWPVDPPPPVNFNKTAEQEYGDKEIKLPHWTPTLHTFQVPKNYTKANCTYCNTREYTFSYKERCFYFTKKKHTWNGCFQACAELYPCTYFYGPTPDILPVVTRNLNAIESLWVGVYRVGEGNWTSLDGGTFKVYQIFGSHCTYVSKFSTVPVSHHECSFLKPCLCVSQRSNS
m-calpain inh: inhibitors of pig calpain II; inhibition, % at 16 µM; purified calpain II, fluorogenic peptide substrate, 30 min; AID 1236; actives 0.37% (n = 220,000);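 active = inhibition above about 50%, limit read from the data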
Rad51 HR inh: blocks human Rad51 in homologous recombination; inhibition, % at 10 µM; actives 0.085% (n = 200,000); hRad51 DNA strand exchange, fluorescence dequenching;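 active = inhibition above 40% at the single screening dose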;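 note: 0% = DMSO control wells and 100% = blanks with heterologous ssDNA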
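System: hRad51 filaments on single-stranded DNA; reagent: Fluorescein- and BHQ1-tagged 47-mer duplex; compound dosing: one concentration, 10 µM final; timing: filaments 15 min 37 °C, then compound 30 min; measured by: fluorescein emission 520 nm, excitation 485 nm; benchmarks: per-plate controls and blanks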
PERK inh: human PERK inhibition, primary cell-based screen. AID 1416. actives 0.17% (n = 220,000). CHO PERK-DD fusion, SEAP luminescence translation reporter. inhibition, % at 5.6 µM;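 active = inhibition above the mean inhibition of all tested compounds plus 3 SD, set separately per screening campaign, cut at about 2.9% in these data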;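 note: PERK kinase domain activated by AP20187 dimerizer at 100 nM; 0% = DMSO with dimerizer and 100% = rapamycin at 8.4 µM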
L929 necroptosis: L929 zVAD cell death inhibition | L929 zVAD necroptosis rescue, ATP luminescence, 24 h; with zVAD 60 µM | viability rescue, % at 10 µM | actives 0.38% (n = 220,000);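 active = activation, scaled between plate controls, above about 75%, limit read from the data; inactive = activation under that limit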;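 note: 0% = zVAD with DMSO and 100% = DMSO alone without zVAD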
* = called active by the depositor; . = no result given; [ ] = remark or other dose.

molecule,Cl transport mod,eIF4E 4G PPI,TNF death inh,MDM2 E3 inh,EBV gp42 inh,m-calpain inh,Rad51 HR inh,PERK inh,L929 necroptosis
CCOc1ccc(N2C(=O)Nc3ccccc3C2(O)C(=O)NCc2ccco2)cc1 (configuration not stated),-0.17,2,-0.2,-1,-2,-10,12,1.0,3.0
Cc1nnc2ccc(-c3cccc(NC(=O)Cc4cccs4)c3)nn12,-1.6,5,-3.5,-9,34,-92,6,0.5,34
Cc1ccc(O)c(C(=O)c2cnn(C(=O)COc3ccccc3C#N)c2)c1,-2.2,9,-0.5,-4,9,21,21,0.8,0.1
COc1cccc(CNc2ncc(Br)cc2Br)c1O,.,-5,0.0,-14,15,22,2,1.5,-0.4
CCC(C)N1C(=O)CCC1C(=O)NCc1ccc2c(c1)OCO2 (configuration not stated),.,-3,1.2,-11,-2,-24,4,-0.3,0.9
CN(c1ccccc1C(=O)NC1CCCCC1)S(=O)(=O)c1ccccc1,-1.4,-6,2.7,-1,4,-23,6,-1.1,0.3
CSCCC(NC(=O)c1cc(C)oc1C)C(=O)O (configuration not stated),.,-16,0.6,-12,-3,-147,4,0.1,-0.6
Fc1ccc(NC(=S)Nc2ccccc2OC(F)F)cc1Cl,1.6,3,1.9,-7,15,14,-2,0.6,1.0

Additional results:
molecule,Cl transport mod,eIF4E 4G PPI,TNF death inh,MDM2 E3 inh,EBV gp42 inh,m-calpain inh,Rad51 HR inh,PERK inh,L929 necroptosis
COc1ccc(N2C(=O)CCC(C(=O)NCCN3CCOCC3)C2c2ccc(OC)c(OC)c2)cc1 (configuration not stated),0.2,4,1.7,-10,-13,-23,-4,0.1,-0.1
CC(CC(=O)O)CC(=O)Nc1ccc(Br)cc1 (configuration not stated),1.3,-2,1.7,-7,-9,-21,.,1.3,-0.9
CCCCCOc1ccc(C(=O)OCC(=O)Nc2cc(C)c(C)cc2[N+](=O)[O-])cc1,0.75,-2,0.5,-4,4,6,4,0.8,-0.2
C#CCOc1ccccc1C(N)=O,-0.055,-3,4.9,-8,-18,-154,.,2.2,-0.1
COc1cc(C=O)ccc1OCCCOc1ccccc1[N+](=O)[O-],-2.3,-3,2.0,-2,3,13,-2,-1.7,0.5
COC(=O)COc1cccc(NC(=O)c2cccc(C)c2)c1,-0.89,2,0.5,-44,-6,13,20,2.0,1.2
Cc1cc(F)c(F)cc1C(=O)N1CCCC1,-0.0065,-4,0.3,-15,8,-21,10,0.2,2.1
N#Cc1ccc(-c2cccnc2)nc1SCc1ccc(Cl)c(Cl)c1,1.5,3,2.1,-10,0,4,2,0.3,-0.1

(list continues)
molecule,Cl transport mod,eIF4E 4G PPI,TNF death inh,MDM2 E3 inh,EBV gp42 inh,m-calpain inh,Rad51 HR inh,PERK inh,L929 necroptosis
Cc1ccnc(NC(=O)CCCOc2ccc(Cl)cc2C)c1,-0.54,0,1.9,-89,-6,46,-7,0.8,0.9
O=C(NCc1ccc2c(c1)OCO2)c1cccnc1,0.3,1,-1.4,-7,-2,-7,1,1.0,-0.8
Cc1cccc(C)c1NC(=O)N1CCC(n2c(=O)[nH]c3ccccc32)CC1,.,3,0.5,-10,-1,-15,1,0.5,2.7
CCN(CC)CCNC(=S)N1CCn2c(nc3ccccc32)C1,-1.3,4[fluorescence artefact?],2.7,-10,-1,23,.,-0.7,0.3
Cc1ccc(CNC(=O)C2CCCN(Cc3cnn(-c4ccccc4)c3-n3cccc3)C2)cc1 (configuration not stated),.,-3,-0.6,2,-9,-26,2,-0.1,0.0
COc1ccc(C(=O)C[n+]2cn(C(F)F)c3ccccc32)c(F)c1,-0.042,-3,0.1,-7,5,-8,7,0.3,0.8
Cc1ccccc1N1C(=O)[C@@H]2Cc3ccccc3CN2C1=O,.,4,0.2,5,-22,-5,-12,-1.0,0.5
C/C(=N\NC(=O)C(C)Nc1cccc(Cl)c1)c1ccc([N+](=O)[O-])cc1 (configuration not stated),-1.2,-6,-0.6,9,-1,6,1,1.2,0.5

Some of the entries so far, with two lines to a compound.
Results follow in this order: Cl transport mod | eIF4E 4G PPI | TNF death inh | MDM2 E3 inh | EBV gp42 inh | m-calpain inh | Rad51 HR inh | PERK inh | L929 necroptosis
> O=C(NCc1ccc2c(c1)OCO2)c1cccnc1
→ 0.3 | 1 | -1.4 | -7 | -2 | -7 | 1 | 1.0 | -0.8
> Cc1cccc(C)c1NC(=O)N1CCC(n2c(=O)[nH]c3ccccc32)CC1
→ . | 3 | 0.5 | -10 | -1 | -15 | 1 | 0.5 | 2.7
> Cc1ccccc1N1C(=O)[C@@H]2Cc3ccccc3CN2C1=O
→ . | 4 | 0.2 | 5 | -22 | -5 | -12 | -1.0 | 0.5

(list continues)
canonical_smiles | Cl transport mod | eIF4E 4G PPI | TNF death inh | MDM2 E3 inh | EBV gp42 inh | m-calpain inh | Rad51 HR inh | PERK inh | L929 necroptosis
O=C(Oc1ccc2cc(Br)ccc2c1)c1cccnc1 | -1.3 | 5 | -3.2 | -16 | -25 | 10 | 0 | 0.1 | 1.5
CCc1ccc2nc(SCC(=O)NCC3CCCO3)c(C#N)cc2c1 (configuration not stated) | -0.09 | 2 | 1.8 | 3 | -7 | -13 | 4 | 0.0 | -0.7
O=C(Cc1ccc(-c2ccccc2)cc1)NCc1ccccc1 | 1.8 | 13[fluorescence artefact?] | -7.7 | 1 | -26 | 5 | 2 | 1.0 | -0.1
Cc1cc(C)c2nc(/N=C(\N)NC(=O)c3ccccc3)nc(C)c2c1 | 0.49 | -9 | 8.0 | . | -13 | -15 | -32 | 1.2 | 0.0
CC1(C)CC(=O)C/C(=N/NC(=O)C2CCN(S(=O)(=O)c3cccs3)CC2)C1 | -0.7 | 21 | 0.3 | 1 | -10 | -11 | 3 | 0.5 | -0.1
Cc1cc(C)c(C)c(S(=O)(=O)N2CCN(Cc3nc4ccccc4[nH]3)CC2)c1C | 1.8 | 3 | 0.3 | -7 | -4 | -22 | 9 | 1.0 | 0.0
Cc1cccc(-n2ncc3c(N)ncnc32)c1 | -0.16 | 3 | -1.2 | -3 | -16 | -15 | 1 | -0.6 | 6.3
O=C(CSc1ccccn1)Nc1ccc(Cl)c([N+](=O)[O-])c1 | -0.22 | 4 | 4.3 | 0 | -11 | 17 | 2 | 0.4 | 5.8

Next structures
canonical_smiles | Cl transport mod | eIF4E 4G PPI | TNF death inh | MDM2 E3 inh | EBV gp42 inh | m-calpain inh | Rad51 HR inh | PERK inh | L929 necroptosis
Cc1ccc(-c2csc3ncnc(OCC(=O)NC(=O)NCc4ccco4)c23)cc1 | -0.37 | -8 | -2.3 | -3 | -6 | -147 | -7 | -0.4 | -0.6
O=C(CNC(=O)c1ccccc1F)NC1CC1 | 1.5 | 2 | -2.5 | . | -20 | -16 | -3 | 1.6 | 0.5
CCOC(=O)c1nnn(-c2nc(OC)nc(N3CCCCC3)n2)c1-c1ccccc1 | -1.8 | -2 | -14 | -28 | -12 | 0 | -9 | -0.9 | -0.4
Cc1cccc(NC(=S)NCCO)c1C | 0.083 | 14 | 0.1 | 2 | -6 | -1 | 11 | 1.4 | 1.0
Cc1cc(C)cc(-n2c(C)cc(/C=N/NC(=O)c3cccc([N+](=O)[O-])c3C)c2C)c1 | 0.82 | -6 | -1.0 | -15 | -4 | 24 | 0 | -0.1 | -1.4
Cc1sc(-n2c(C)cc(/C=C3\SC(=S)NC3=O)c2C)c(C#N)c1C | 9* | 0[fluorescence artefact?] | -5.7 | -21 | 0 | -14 | -32 | 0.5 | -0.4
CCOc1cc(/C=C(\C#N)c2nc(-c3cccs3)c(NC(C)=O)s2)ccc1O | -1.8 | 6 | -14 | -2 | 93* | -7 | -374 | -0.5 | 1.1
O=C(CSc1nnc(-c2ccc(F)cc2)o1)Nc1ccc(S(=O)(=O)N2CCCC2)cc1 | 1.3 | -15[fluorescence artefact?] | 2.6 | -10 | -5 | 21 | 8 | 0.9 | 0.5

Fetched by compound from the entries so far:
canonical_smiles | Cl transport mod | eIF4E 4G PPI | TNF death inh | MDM2 E3 inh | EBV gp42 inh | m-calpain inh | Rad51 HR inh | PERK inh | L929 necroptosis
CCCCCOc1ccc(C(=O)OCC(=O)Nc2cc(C)c(C)cc2[N+](=O)[O-])cc1 | 0.75 | -2 | 0.5 | -4 | 4 | 6 | 4 | 0.8 | -0.2
Cc1ccc(O)c(C(=O)c2cnn(C(=O)COc3ccccc3C#N)c2)c1 | -2.2 | 9 | -0.5 | -4 | 9 | 21 | 21 | 0.8 | 0.1
O=C(Oc1ccc2cc(Br)ccc2c1)c1cccnc1 | -1.3 | 5 | -3.2 | -16 | -25 | 10 | 0 | 0.1 | 1.5

Next entries.
canonical_smiles | Cl transport mod | eIF4E 4G PPI | TNF death inh | MDM2 E3 inh | EBV gp42 inh | m-calpain inh | Rad51 HR inh | PERK inh | L929 necroptosis
Cc1ccc(C)c(S(=O)(=O)N/N=C/c2ccc(F)cc2)c1 | 0.011 | 4 | 1.2 | -18 | -16 | -37 | 24 | 2.1 | 4.2
O=C(NC1CCCC1)c1cc2c(ccc3ccccc32)o1 | . | 8[fluorescence artefact?] | -0.2 | -18 | -29 | -215 | -2 | -1.5 | 0.2
Cc1cc(C(=O)N/N=C/c2ccco2)n[nH]1 | 0.26 | 2 | 9.7 | -6 | -10 | -5 | -2 | 0.9 | 3.6
O=C(O)/C(=C\c1ccc(-c2ccc(F)cc2)o1)c1ccccc1 | -7* | 14 | 0.8 | -4 | -16 | -56 | -12 | 0.3 | 1.6
CCOC(=O)CSc1nnc(CNC(=O)c2ccc(OC)cc2)n1-c1ccc(OC)cc1 | . | 4 | 0.3 | -30 | 5 | 16 | 9 | 0.0 | 0.8
CCCCNC(=O)C(c1ccc(OCC(=O)OC)c(C(=O)OC)c1)N(CCc1ccccc1)C(=O)CCCCCN1C(=O)NC(c2ccc(-c3ccccc3)cc2)C(C(=O)OCc2ccccc2)=C1C (configuration not stated) | 0.53 | -9 | 0.3 | -11 | -2 | 2 | 3 | . | 0.3
COc1ccc(NC(=O)CCS(=O)(=O)c2ccc3c(c2)CCCN3C(C)=O)cc1Cl | . | -1 | -0.2 | -13 | 2 | 29 | -4 | 0.2 | -0.6
O=c1c2ccccc2nc(/C=C/c2cccc([N+](=O)[O-])c2)n1CCO | 0.014 | 5 | 1.4 | . | -6 | -5 | . | -0.8 | 3.4
CCOc1ccc(S(=O)(=O)N/N=C(\C)C2CCCCC2)cc1 | -1.5 | -2 | 1.8 | 0 | -1 | 3 | 1 | 0.2 | 0.5
Cc1cc2cc(CNC(=S)NCc3ccccc3)ccc2n1C | -0.84 | -2 | 0.8 | 6 | -14 | 28 | -11 | 1.4 | 0.8
